All columns: NCI-60 one-dose screen, growth in % after 48 h at 10 µM unless noted; 100 = growth as untreated, 0 = no growth, -100 = all killed.
SW-620 – SW-620 colon cancer | hit rate 5.2% among 82,000
NCI-H460 – NCI-H460 lung cancer; hit rate 6.8% among 82,000; AID 1794736
HT29 – HT29 colon cancer; hit rate 7.4% among 81,000
HCT-15 – HCT-15 colon cancer | hit rate 5.2% among 82,000
COLO 205 – COLO 205 colon cancer; hit rate 7.3% among 79,000; AID 1794742
NCI-H522 – NCI-H522 lung cancer | hit rate 8% among 78,000 | AID 1794739
NCI-H226 – NCI-H226 lung cancer. AID 1794732. hit rate 3.5% among 79,000
NCI-H23 – NCI-H23 lung cancer. hit rate 4% among 80,000
NCI-H322M – NCI-H322M lung cancer; AID 1794733; hit rate 2.7% among 80,000
An asterisk follows results filed as active; / = not tested or not shown. Rule for the calls: active = growth percent below 10; inactive = the rest.

The line under a structure holds: SW-620	NCI-H460	HT29	HCT-15	COLO 205	NCI-H522	NCI-H226	NCI-H23	NCI-H322M
COC(=O)c1ccc(I)cc1
    107	100	113	121	103	98	96	107	112
CCO/C=N/C1=C(C#N)C(c2ccc(OC)cc2)c2c(c3ccccc3n(C)c2=O)O1 (stereo unspecified)
    101	105	104	103	/	90	95	101	101
CC(=O)CC(=O)NCC#N
    99	100	105	102	100	110	/	102	111
CSC(=S)Nc1ccccc1C
    95	108	92	104	111	83	102	97	114
NNC1C(=O)NC(c2cccc([N+](=O)[O-])c2)c2sc3c(F)cccc3c21 (stereo unspecified)
    94	94	94	96	116	98	81	100	102
Cc1ccc(CCCO)cc1
    106	104	96	112	111	98	100	99	95
S=c1cc(S)c2cc(Br)ccc2[nH]1
    99	99	97	100	99	68	84	81	91
Cc1ccc2oc(=O)cc(CSC(=S)N3CCN(C)CC3)c2c1
    107	101	110	101	123	87	99	96	99
Cc1ccc(S(=O)(=O)NCC[C@@H]2C[C@H]2c2cc3ccccc3s2)cc1
    103	104	107	101	120	85	88	93	101
CN(C)c1ccc2c(=O)c3ccccc3oc2n1
    108	100	97	103	103	89	84	91	92
CC1=NC(=S)NC(c2ccccc2)/C1=C1/CC(c2ccc(N(C)C)cc2)N(c2ccccc2)N1 (stereo unspecified)
    101	105	101	100	104	87	101	91	96
O=C(NCc1ccncc1)C1(c2ccccc2)CCCCC1
    111	110	100	112	110	96	107	94	109
CC(/C=N\NC(=O)C(=O)N/N=C/C(C)=C/c1ccccc1)=C\c1ccccc1
    99	93	97	95	110	88	96	96	150
CCOC(=O)c1sc2ncc(-c3ccc(OC)cc3)n2c1C
    94	103	102	90	105	75	84	86	97
Cc1ccc(-n2nc(C(=O)O)c(N3CCCC3)n2)cc1
    91	103	108	93	112	92	93	88	97
N=C(N)SCc1c2ccccc2c(CSC(=N)N)c2ccccc12
    43	34	66	94	66	31	71	54	103
O=C(O)c1cn(C2CC2)c2cc(N3CCN(C(=O)N4CCCCC4)CC3)c(F)cc2c1=O
    104	109	109	105	113	96	98	99	103
O=S(=O)(c1ccc(F)cc1)c1ccc(F)cc1
    106	109	103	111	116	95	106	100	103
C/C(=N\NC(=O)c1ccncc1)c1cc(Cl)ccc1Cl
    104	105	107	100	103	112	90	101	124
COc1ccc(CNNC(=O)c2ncc[nH]2)c(OC)c1OC
    110	105	101	102	117	96	93	102	111

Reprinted at random: 7 entries already listed.
The line under a structure holds: SW-620	NCI-H460	HT29	HCT-15	COLO 205	NCI-H522	NCI-H226	NCI-H23	NCI-H322M
O=C(O)c1cn(C2CC2)c2cc(N3CCN(C(=O)N4CCCCC4)CC3)c(F)cc2c1=O
    104	109	109	105	113	96	98	99	103
CC(/C=N\NC(=O)C(=O)N/N=C/C(C)=C/c1ccccc1)=C\c1ccccc1
    99	93	97	95	110	88	96	96	150
Cc1ccc(S(=O)(=O)NCC[C@@H]2C[C@H]2c2cc3ccccc3s2)cc1
    103	104	107	101	120	85	88	93	101
NNC1C(=O)NC(c2cccc([N+](=O)[O-])c2)c2sc3c(F)cccc3c21 (stereo unspecified)
    94	94	94	96	116	98	81	100	102
O=S(=O)(c1ccc(F)cc1)c1ccc(F)cc1
    106	109	103	111	116	95	106	100	103
CCOC(=O)c1sc2ncc(-c3ccc(OC)cc3)n2c1C
    94	103	102	90	105	75	84	86	97
COc1ccc(CNNC(=O)c2ncc[nH]2)c(OC)c1OC
    110	105	101	102	117	96	93	102	111

(list continues)
The line under a structure holds: SW-620	NCI-H460	HT29	HCT-15	COLO 205	NCI-H522	NCI-H226	NCI-H23	NCI-H322M
COC(=O)c1ccccc1C=O
    104	105	115	102	147	/	107	116	101
Cc1ccc2c(c1)O/C(=C\c1cccc(OCC(=O)c3ccccc3)c1)C2=O
    102	107	118	70	101	70	94	97	116
Cc1nc2ccc(Nc3nc(NCCN)nc(N4CCOCC4)n3)cc2n1Cc1ccccc1
    99	99	104	97	105	89	88	100	113
Clc1ccc(/C=N/c2ccccn2)cc1
    104	104	107	94	106	93	105	/	/
c1ccc(Nc2ncc(Cc3cccc4ccccc34)s2)cc1
    97	90	97	67	90	75	80	90	91
CC12O[C@H](C[C@@H](OC(=O)c3ccccc3)[C@H]1O)n1c3ccccc3c3c4c(c5c6ccccc6n2c5c31)C(=O)NC4=O
    60	80	78	78	47	67	32	57	83
O=C(CN1C(=O)S/C(=C\c2ccccc2)C1=O)Nc1ccc(C(=O)/C=C/c2cc3ccccc3nc2Cl)cc1
    98	88	95	88	103	73	92	59	92
N#C/C(=C\c1ccc(-c2cc(Cl)ccc2Cl)o1)c1ccc(Cl)cc1
    95	101	100	95	99	95	95	88	97
Nc1nc(Nc2cccnc2)nn1Cc1cccc(Br)c1
    112	95	89	93	110	82	92	85	96
O=C(O)C(=Cc1ccc(Br)cc1)C(=O)O
    102	104	115	103	/	91	97	102	105
Cc1ccc(C(=O)Nc2cc(-c3ccccc3)cc(C(F)(F)F)c2)cc1C#Cc1cnc2cccnn12
    67	51	35	58	73	56	51	63	102
CN1CCN(c2ccnc(NCCCNc3nc(N4CCOCC4)nc(N4CCOCC4)n3)n2)CC1
    97	99	102	94	104	97	100	105	91
C=Cc1c(Cl)cccc1Cl
    /	113	90	103	106	86	105	101	101
CC(C)(C)c1cc2n(n1)-c1ccccc1CC(=O)N2Cc1ccc(Cl)cc1
    92	97	72	91	51	50	94	86	105
NS(=O)(=O)c1ccc(CN=CC2=CNC3C=CC=CC23)cc1 (stereo unspecified)
    97	105	104	94	112	97	94	103	92
O=C(C[n+]1ccnc2ccccc21)c1ccc(O)c(O)c1
    24	71	18	13	31	-5.0*	71	64	91
C[C@H](CCC(=O)NCc1ccc(C(=O)NO)cc1)[C@H]1CC[C@H]2[C@@H]3[C@@H](O)C[C@@H]4C[C@H](O)CC[C@]4(C)[C@H]3CC[C@]12C
    97	94	97	101	115	71	97	103	90
FC(F)(F)c1cc(-c2nnc3n2N=C(N2CCCC2)CS3)cc(C(F)(F)F)c1
    96	58	86	97	98	/	58	63	99
Cn1cc(Cc2ccccc2)c(=O)c(Cc2ccccc2)c1
    105	108	/	105	111	101	101	106	95
NS(=O)(=O)c1ccc(-n2cc(-c3cccc(NC(=O)c4cc(F)cc(F)c4)c3)nn2)cc1
    110	120	139	107	111	115	110	105	115
O=[N+]([O-])c1cccc2c(Br)cccc12
    101	105	107	98	102	107	103	92	106
COc1ccc(/C=N/Nc2ccnc3cc(Cl)ccc23)cc1Cl
    -89*	-79*	-55*	-20*	-83*	-74*	69	/	-64*
COc1ccc(C2=Nc3c(N)nc(N)nc3NC(c3ccc4c(c3)OCO4)C2)cc1 (stereo unspecified)
    81	89	71	90	97	87	88	93	93
COc1ccc(-c2c(N)n[nH]c2-c2cc3c(c(OC)c2OC)OCO3)cc1
    101	105	103	101	101	81	100	97	100
COc1cc(C2CC(c3cc(OC)c(OC)c(OC)c3)=NN2C=O)ccc1OS(=O)(=O)c1ccc(C)cc1 (stereo unspecified)
    94	98	102	95	104	65	93	86	104
COc1cc(/C=C2\SC(=S)N(CCCN3CCOCC3)C2=O)ccc1O
    103	98	108	84	108	69	95	100	85
CCCS(=O)(=O)Oc1ccc(-c2cn3ccoc3n2)cc1
    104	103	110	102	110	97	95	102	98
COc1cccc(NC(=O)c2cccc(C3CCc4c(cc(OC)c(OC)c4OC)O3)c2)c1 (stereo unspecified)
    100	84	72	63	80	53	54	74	54
CCN(CC)C(C)(C)COC(=O)Nc1ccccc1Cl
    104	105	83	107	/	72	100	100	95
C=C1C[C@@H]2OC(=O)[C@H](C)C2[C@H](O)/C=C(/C)CC[C@H]1O (stereo partly specified)
    111	111	95	102	111	84	109	93	107
Sc1ccc(Br)cc1
    102	117	98	103	118	100	113	105	118
COc1ccc(Oc2nc(Nc3ccc(N4CCCCC4)nc3)ncc2NC(N)=O)cc1
    113	111	110	97	107	89	89	109	100
COc1cccc(Cn2cc3c(c2)-c2onc(CN4CCCC4)c2CC3)c1
    107	117	104	97	118	93	96	101	100
C=CCCCC(OC(=O)CCCCCCC)c1ccc(C(OC(=O)CCCCCCC)c2cccnc2)o1 (stereo unspecified)
    105	111	102	95	116	97	105	97	101
CCOC(=O)C(Cc1ccccc1)N1C(=O)/C(=C/N2N=C(c3ccc(OC)cc3)CC2c2ccc3ccccc3c2)SC1=S (stereo unspecified)
    13	-4.0*	-3.0*	-67*	-86*	1.0*	-42*	-56*	18
CCS(=O)(=O)Nc1ccc(C(=O)CC2(O)C(=O)Nc3ccccc32)cc1 (stereo unspecified)
    103	105	113	100	94	105	92	92	98
Cn1c(=O)[nH]c(=O)c2nc(/C=C(\O)c3ccc(F)cc3F)c(=O)[nH]c21
    93	103	107	103	110	95	72	87	98
Cc1cc(N2CCOCC2)nc(N[C@@H]2CCC[C@H](Nc3ccnc4cc(Cl)ccc34)C2)n1
    -2.0*	12	-53*	-43*	-82*	-27*	34	62	27
O=C(O)Cc1ccc(C2CCCCC2)cc1
    104	112	107	100	105	110	111	120	111
CCOC(=O)C1=C(C)n2nc(CC#N)c(C#N)c2NC1c1ccc(Cl)cc1 (stereo unspecified)
    98	105	111	97	103	95	82	86	92
CN(C)CCOc1ccc(-c2nc3sccn3c2-c2ccnc(S(C)(=O)=O)n2)cc1
    104	103	103	101	114	106	102	103	/
O=C(Nc1ccc(S(=O)(=O)Nc2ncccn2)cc1)c1ccc(N=Cc2c(O)[nH]c3ccccc23)cc1
    101	98	111	115	111	/	88	91	113
COc1ccc(/C=C2\N=C(C)N(CCc3ccc(S(N)(=O)=O)cc3)C2=O)cc1OC
    102	105	101	103	122	100	107	100	95
Cc1cc(C)c2ccc(C)c(N)c2n1
    107	115	104	106	129	103	120	99	117
COc1ccc(/C(C)=N/NC(=O)CSc2nc3ccccc3c(=O)n2CCc2ccc(S(N)(=O)=O)cc2)cc1
    55	-30*	-10*	65	33	9.3*	49	30	32
COC(=O)c1cc2oc(/C=C/C3=C(C(N)=O)C(=O)OC3(C)C)cc2n1Cc1ccccc1
    99	101	112	90	105	71	119	92	96
c1ccc(OCc2ccc(COc3ccccc3)cc2)cc1
    /	110	105	103	102	97	97	97	96
[2H]C1([2H])CCN(C(=O)C2CC2)c2cc(NS(=O)(=O)c3ccc(-c4ccc(F)c(C(N)=O)c4)cc3)ccc21
    100	92	99	94	106	79	70	74	88
C=CC(C)(C)[C@@]12Nc3c(ccc4c3C=CC(C)(C)O4)[C@]1(O)C[C@H]1C(=O)N3CCC[C@H]3C(=O)N12
    114	88	92	55	106	74	91	94	98
Cn1cc(C(=O)c2nc(-c3c[nH]c4ccccc34)no2)c2cc(Br)ccc21
    98	99	91	101	99	76	89	95	91
COc1ccc(N2CCN(CCCNS(=O)(=O)c3ccc(C)cc3)CC2)cc1
    106	116	98	98	105	93	90	88	109
O=C(CSc1nnc(NC(=O)CCl)s1)Nc1ccc2oc(=O)ccc2c1
    105	100	103	97	117	75	93	90	95

Screening results as filed in PubChem.
